# High-throughput results (PubChem)
# ROS inducer = ROS inducers in U2OS cancer cells, primary screen, cell-based, H2DCF-DA fluorescence | 46,000 compounds, 2% hits | ROS induction (% of piperlongumine), % at 10 µM | AID 624156, 2012 | U2OS ROS induction; in the data active = ROS induction above about 79%, passing the limit was not always enough; inconclusive = no clear call, values can overlap the other calls;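 note: 0% = DMSO vehicle median and 100% = reference compound median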
# * = called active by the depositor; ? = inconclusive. The list is partial, so the mix of outcomes need not match the whole.
SMILES,ROS inducer
C[C@H]1CN([C@@H](C)CO)C(=O)CCCn2nncc2CO[C@@H]1CN(C)C(=O)Nc1ccccc1,0
C[C@H](CO)N1C[C@H](C)[C@@H](CN(C)Cc2ccc3c(c2)OCO3)Oc2ccc(NC(=O)c3ccncc3)cc2C1=O,-7
O=C1CSc2cc(S(=O)(=O)N3CCN(c4ccccc4)CC3)ccc2N1,-6
Cc1noc(C)c1S(=O)(=O)Nc1ccc2c(c1)C(=O)N([C@@H](C)CO)C[C@@H](C)[C@@H](CN(C)CC1CCCCC1)O2,6
C[C@@H]1CCCCO[C@@H](CN(C)C(=O)Nc2cccc3ccccc23)[C@@H](C)CN([C@H](C)CO)C(=O)c2cc(NC(=O)Nc3ccccc3)ccc2O1,30
C[C@H]1CN([C@@H](C)CO)C(=O)c2cccc(NC(=O)c3ccncc3)c2O[C@@H]1CN(C)S(=O)(=O)c1ccc(Cl)cc1,-8
C[C@@H]1CN([C@H](C)CO)C(=O)c2cc(NC(=O)Nc3ccc4c(c3)OCO4)ccc2O[C@H]1CN(C)C(=O)Nc1ccc(C(F)(F)F)cc1,0
C[C@H](CO)N1C[C@H](C)[C@H](CN(C)C(=O)Nc2ccc(C(F)(F)F)cc2)Oc2ccc(NC(=O)CCN3CCOCC3)cc2C1=O,-2
Cc1ccc(NC(=O)c2cnc3ccc(S(=O)(=O)N(C)C4CCCCC4)cc3c2Cl)cc1F,-13
C=C[C@](C)(O)CC/C=C(\C)C(=O)O[C@@H]1[C@@H]2O[C@]2(C)[C@H]2[C@H](O[C@@H]3O[C@H](CO)[C@@H](O)[C@H](O)[C@H]3O)OC=C[C@@]12OC(=O)/C(C)=C/CC[C@](C)(O)C=C,-5
O=C(CCCCC(=O)Nc1c(I)cc(I)c(C(=O)O)c1I)Nc1c(I)cc(I)c(C(=O)O)c1I,-3
C[C@@H]1CN([C@@H](C)CO)C(=O)CCCn2cc(nn2)CO[C@@H]1CN(C)S(=O)(=O)c1cn(C)cn1,-16
COc1ccc(/C=C(/NC(=O)c2ccco2)C(=O)N2CCCC2=O)cc1,-2
C[C@@H]1CCCCO[C@@H](CN(C)C(=O)NC2CCCCC2)[C@@H](C)CN([C@H](C)CO)C(=O)c2cc(N(C)C)ccc2O1,29
COc1ccc(S(=O)(=O)Nc2ccc3c(c2)C(=O)N([C@H](C)CO)C[C@H](C)[C@H](CN(C)C(=O)Nc2ccc4c(c2)OCO4)OCCCC[C@@H](C)O3)cc1,13
COCCOC(=O)N1C(=O)[C@@]2(c3ccccc31)[C@H](c1ccccc1OCCO)N1[C@H](c3ccccc3)[C@H](c3ccccc3)OC(=O)[C@H]1[C@@H]2C(N)=O,?
C[C@@H]1CCCCO[C@H](CN(C)C(=O)Nc2ccc(C(F)(F)F)cc2)[C@@H](C)CN([C@H](C)CO)C(=O)c2cc(NC(=O)NC3CCCCC3)ccc2O1,44
C[C@H]1CN([C@@H](C)CO)C(=O)c2cc(NC(=O)Nc3ccc(F)cc3)ccc2O[C@@H]1CN(C)C(=O)Nc1ccc2c(c1)OCO2,-7
C[C@@H]1CN([C@@H](C)CO)C(=O)Cc2cc(NC(=O)CCC(F)(F)F)ccc2O[C@@H]1CN(C)S(=O)(=O)c1ccccc1,10
C[C@H](CO)N1C[C@H](C)[C@H](CN(C)C)Oc2ccc(NS(=O)(=O)c3cn(C)cn3)cc2CC1=O,-2
CC(C)NC(=O)N(C)C[C@@H]1OCCCC[C@@H](C)Oc2ccc(NC(=O)Nc3ccc(C(F)(F)F)cc3)cc2C(=O)N([C@H](C)CO)C[C@@H]1C,21
COc1cc2c(c(OC)c1OC)-c1cc3c(cc1C[C@H]1C(=O)OC[C@@H]1C2)OCO3,22
COC(=O)CCCCCCC(=O)N/N=C/c1ccc(OCCCN(C)C)cc1,6
COc1ccc(NC(=O)Nc2ccc3c(c2)C(=O)N([C@@H](C)CO)C[C@@H](C)[C@H](CN(C)S(=O)(=O)c2cccs2)O3)cc1,-8
C[C@@H]1CCCCO[C@@H](CN(C)S(=O)(=O)c2cn(C)cn2)[C@@H](C)CN([C@H](C)CO)C(=O)c2cc(NC(=O)Cc3ccccc3)ccc2O1,-7
Cc1ccc(S(=O)(=O)N(C)C[C@@H]2OCCCC[C@@H](C)Oc3ccc(N(C)C)cc3C(=O)N([C@H](C)CO)C[C@@H]2C)cc1,11
C[C@@H]1CN([C@H](C)CO)C(=O)c2cccc(NC(=O)Nc3ccc(C(F)(F)F)cc3)c2O[C@@H]1CN(C)C(=O)Nc1ccc2c(c1)OCO2,94*
COc1ccc(NC(=O)N(C)C[C@@H]2Oc3c(NS(=O)(=O)c4ccccc4)cccc3C(=O)N([C@H](C)CO)C[C@@H]2C)cc1,-9
N#CCSc1nc2nccnc2c(=O)n1CCc1ccccc1,29
COc1ccc(CN(C)C[C@@H]2Oc3ccc(NC(=O)CCN4CCOCC4)cc3C(=O)N([C@H](C)CO)C[C@@H]2C)cc1,-7
O=C(NCc1ccco1)c1ccc(Cn2c(=S)[nH]c3ccc(Br)cc3c2=O)cc1,81*
C[C@H](CO)N1C[C@H](C)[C@@H](CN(C)C(=O)Nc2ccc(F)cc2)Oc2ccc(NC(=O)Cc3cn(C)c4ccccc34)cc2C1=O,3
O=C(O)CCc1ccc(F)cc1,12
O=C(O)CCNS(=O)(=O)c1cccc(Cl)c1,-10
O=C(Cc1cccs1)N1CCN(c2ccccc2)CC1,-10
CC(Oc1ccc(Cl)cc1Cl)C(=O)Nc1ccccc1-c1nc2ccccc2s1 (centres undefined),1
C[C@@H]1CN([C@H](C)CO)C(=O)c2cccc(NS(=O)(=O)c3ccc(F)cc3)c2O[C@H]1CN(C)S(=O)(=O)c1ccc(F)cc1,5
Cc1nn(C(C)C(=O)NCc2ccco2)c(C)c1[N+](=O)[O-] (centres undefined),-1
CCCCCCCCC#CC#C/C=C/CCCC(=O)O,2
O=c1[nH]c2cc(Cl)ccc2c(O)c1-c1cccc(Oc2ccccc2)c1,-14
Cc1c(N(CC(=O)O)S(=O)(=O)c2ccccc2)c(=O)n(-c2ccccc2)n1C,-6
CCN1CCCC1CNC(=O)Cn1c(=O)c2cccn2c2ccccc21 (centres undefined),-7
Cn1c(O)c(C=Nc2cccc(Cl)c2)c2ccccc21,18
Cc1ccc(S(=O)(=O)N(C)C[C@H]2Oc3c(NC(=O)Nc4ccc5c(c4)OCO5)cccc3C(=O)N([C@H](C)CO)C[C@H]2C)cc1,-5
O=C(NC1CCCCC1)C1CCC(Cn2c(=S)[nH]c3ccccc3c2=O)CC1 (centres undefined),0
CC1CCCC[C@H]2C(=O)C=C[C@H](O)[C@@H]2CC(=O)O1 (some centres undefined),63
Cc1noc(C)c1S(=O)(=O)N(C)C[C@H]1Oc2c(NS(=O)(=O)c3cn(C)cn3)cccc2C(=O)N([C@H](C)CO)C[C@@H]1C,-1
COc1ccccc1N(CC(=O)Nc1ccc(I)cc1C)S(C)(=O)=O,-7
CSc1ccc(-c2ccco2)nn1,-5
Cc1cc(C(=O)Nc2cccc3c2O[C@@H](CN(C)Cc2ccncc2)[C@H](C)CN([C@H](C)CO)C3=O)n(C)n1,-9
O=C(N/N=C/c1ccccc1[N+](=O)[O-])c1ccccc1O,24
C[C@]12CC[C@@H]3c4ccc(O)cc4CC[C@H]3[C@@H]1C[C@@H](O)[C@@H]2O,-13
C[C@@H]1CN([C@H](C)CO)C(=O)Cc2cc(NC(=O)C3CC3)ccc2O[C@@H]1CN(C)C(=O)Nc1ccccc1,0
COc1ccc(NC(=O)Nc2cccc3c2O[C@H](CN(C)S(=O)(=O)c2ccc(C)cc2)[C@@H](C)CN([C@H](C)CO)C3=O)cc1,16
C[C@@H]1CN([C@@H](C)CO)C(=O)c2cc(NC(=O)Nc3cccc4ccccc34)ccc2O[C@@H]1CN(C)C(=O)Nc1ccc(F)cc1,46
CCNC(=O)Oc1ccccc1,-4
COc1ccc(NC(=O)C(C)N(c2ccc(C)c(C)c2)S(C)(=O)=O)cc1 (centres undefined),3
Cc1ccc(S(=O)(=O)N(C)C[C@H]2Oc3c(NC(=O)Nc4ccc(F)cc4)cccc3C(=O)N([C@@H](C)CO)C[C@@H]2C)cc1,20
CCOc1nc(-c2ccc(Cl)cc2)nc2ccccc12,-11
C[C@@H]1CN([C@@H](C)CO)C(=O)CCCn2nncc2CO[C@@H]1CN(C)Cc1ccc(O)cc1,3

# Following part:
SMILES,ROS inducer
CC(C)NC(=O)Nc1cccc2c1O[C@@H](CN(C)Cc1ccc(Cl)c(Cl)c1)[C@@H](C)CN([C@H](C)CO)C2=O,4
C[C@@H]1CCCCO[C@@H](CN(C)S(C)(=O)=O)[C@@H](C)CN([C@H](C)CO)C(=O)c2cc(NC(=O)Nc3cccc4ccccc34)ccc2O1,-7
CNC[C@@H]1Oc2ccc(NS(=O)(=O)c3ccc(C)cc3)cc2C(=O)N([C@H](C)CO)C[C@H]1C,-1
COc1ccc(S(=O)(=O)N(C)C[C@H]2Oc3c(NC(=O)Nc4cccc5ccccc45)cccc3C(=O)N([C@@H](C)CO)C[C@@H]2C)cc1,-3
CNC[C@H]1Oc2ccc(N)cc2C(=O)N([C@H](C)CO)C[C@@H]1C,-9
Cc1noc(C)c1NC(=O)Nc1ccc2c(c1)CC(=O)N([C@@H](C)CO)C[C@H](C)[C@H](CN(C)Cc1ccc(C(=O)O)cc1)O2,12
Cc1ccc(S(=O)(=O)Nc2cccc3c2O[C@H](CN(C)Cc2ccc(Cl)c(Cl)c2)[C@@H](C)CN([C@H](C)CO)C3=O)cc1,11
c1ccc(CCn2c3ccccc3c3nnc(SCc4ccc5nonc5c4)nc32)cc1,16
C[C@@H]1CN([C@H](C)CO)C(=O)Cc2cc(NC(=O)c3ccncc3)ccc2O[C@@H]1CN(C)S(C)(=O)=O,-9
COc1ccccc1/C=C/C(=O)N1CCCC(c2ccccc2)C1 (centres undefined),9
COc1ccc(S(=O)(=O)N(C)C[C@H]2Oc3ccc(NS(=O)(=O)c4ccc(C)cc4)cc3CC(=O)N([C@H](C)CO)C[C@H]2C)cc1,14
Cc1ccc(S(=O)(=O)N(C)C[C@@H]2Oc3ncc(C#Cc4ccc(F)cc4)cc3C(=O)N([C@H](C)CO)C[C@@H]2C)cc1,65
COc1ccc(CN(C)C[C@@H]2Oc3ccc(NS(=O)(=O)c4ccc(Cl)cc4)cc3CC(=O)N([C@H](C)CO)C[C@@H]2C)cc1,11
C[C@@H]1CN([C@@H](C)CO)C(=O)c2cc(NS(=O)(=O)c3cn(C)cn3)ccc2O[C@H]1CN(C)CC1CC1,-18
CN1c2ccccc2C(=O)/C(=C\Nc2ncccn2)S1(=O)=O,-14
C[C@H](CO)N1C[C@H](C)[C@H](CN(C)CC2CCCCC2)Oc2c(NS(=O)(=O)c3ccc(F)cc3)cccc2C1=O,0
CCCCc1nc(Cl)c(CO)n1Cc1ccc(-c2ccccc2-c2nn[nH]n2)cc1,-5
C[C@H](CO)N1C[C@H](C)[C@@H](CN(C)S(=O)(=O)c2cn(C)cn2)Oc2c(NC(=O)Nc3ccc4c(c3)OCO4)cccc2C1=O,-8
Cc1cccc2c(-c3ccccc3)cc(=O)[nH]c12,11
C[C@@H]1CN([C@H](C)CO)C(=O)c2cccc(NS(C)(=O)=O)c2O[C@H]1CN(C)Cc1ccccc1,6
Cc1cc(Br)ccc1NC(=O)Cn1ccc([N+](=O)[O-])n1,-27
CCCCS(=O)(=O)/C=C/C1C2C=CC(C2)C1S(=O)(=O)CCCC (centres undefined),-2
C[C@@H]1CN([C@H](C)CO)C(=O)c2cc(NS(=O)(=O)c3ccc(F)cc3)ccc2O[C@@H]1CN(C)S(=O)(=O)c1cccs1,0
Cc1ccc(S[C@]2(C(=O)NCC(F)(F)F)CC(=O)N(C3CCCCC3)[C@@H]2c2ccc(CO)cc2I)cc1,19

# Five neighbouring compounds from above, quoted:
SMILES,ROS inducer
COc1ccc(CN(C)C[C@@H]2Oc3ccc(NS(=O)(=O)c4ccc(Cl)cc4)cc3CC(=O)N([C@H](C)CO)C[C@@H]2C)cc1,11
C[C@@H]1CN([C@@H](C)CO)C(=O)c2cc(NS(=O)(=O)c3cn(C)cn3)ccc2O[C@H]1CN(C)CC1CC1,-18
CN1c2ccccc2C(=O)/C(=C\Nc2ncccn2)S1(=O)=O,-14
C[C@H](CO)N1C[C@H](C)[C@H](CN(C)CC2CCCCC2)Oc2c(NS(=O)(=O)c3ccc(F)cc3)cccc2C1=O,0
CCCCc1nc(Cl)c(CO)n1Cc1ccc(-c2ccccc2-c2nn[nH]n2)cc1,-5

# More records:
SMILES,ROS inducer
C[C@H]1CN([C@@H](C)CO)C(=O)c2cc(NS(=O)(=O)c3ccc(Cl)cc3)ccc2O[C@@H]1CN(C)S(=O)(=O)c1cccs1,22
COc1ccc(CCC(=O)NCc2cn3ccc(C)cc3n2)cc1,26
COC(=O)[C@]1(Cc2ccccc2CN=[N+]=[N-])N=C(c2ccc(OCCCO)cc2)O[C@@H]1c1ccccc1,50
O=C(O)C1CCC(CNCc2c(Cl)cccc2Cl)CC1 (centres undefined),-14
C[C@@H]1CN([C@@H](C)CO)C(=O)c2cccc(NC(=O)Nc3ccc(C(F)(F)F)cc3)c2O[C@@H]1CN(C)Cc1ccccc1,12
O=c1c(O[C@@H]2O[C@H](CO[C@@H]3O[C@H](CO)[C@@H](O)[C@H](O)[C@H]3O)[C@@H](O)[C@H](O)[C@H]2O)c(-c2ccc(O)cc2)oc2cc(O)cc(O)c12,0

# Looked up above:
# COC(=O)[C@]1(Cc2ccccc2CN=[N+]=[N-])N=C(c2ccc(OCCCO)cc2)O[C@@H]1c1ccccc1 in ROS inducer: 50
# C[C@@H]1CN([C@@H](C)CO)C(=O)c2cccc(NC(=O)Nc3ccc(C(F)(F)F)cc3)c2O[C@@H]1CN(C)Cc1ccccc1 in ROS inducer: 12
# COc1ccc(CCC(=O)NCc2cn3ccc(C)cc3n2)cc1 in ROS inducer: 26
# O=c1c(O[C@@H]2O[C@H](CO[C@@H]3O[C@H](CO)[C@@H](O)[C@H](O)[C@H]3O)[C@@H](O)[C@H](O)[C@H]2O)c(-c2ccc(O)cc2)oc2cc(O)cc(O)c12 in ROS inducer: 0

# Two of the compounds above, field by field:
COC(=O)[C@]1(Cc2ccccc2CN=[N+]=[N-])N=C(c2ccc(OCCCO)cc2)O[C@@H]1c1ccccc1
  ROS inducer = 50

O=C(O)C1CCC(CNCc2c(Cl)cccc2Cl)CC1 (centres undefined)
  ROS inducer = -14
